Source: PubChem (several laboratories)
GASC-1 inh = inhibitors of GASC-1 histone demethylase, primary screen, biochemical, fluorescence, DELFIA europium. Lysine-specific demethylase 4C (Homo sapiens), Q9H3R0. GST-JMJD2C(1-420) H3K9me3 demethylation. inhibition, % at 2.35 µM. 330,000 compounds, 0.069% hits. AID 2099, 2009;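 active means more than half of a compound's replicate wells show inhibition beyond 50%, single wells judged on their own value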;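 further: signal counts dimethyl H3K9 product captured on neutravidin plate; 0% = median of DMSO wells and 100% = 0.3 times that DMSO median; strong numbers were not always called active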
Fh CTSL1 inh = Fasciola hepatica cathepsin L1 inhibitors, primary screen, counter-screen for PFM18AAP inhibitor project, biochemical, QFRET, fluorogenic peptide substrate. recombinant F. hepatica cathepsin L1, Z-Leu-Arg-MCA fluorescence. inhibition, % at 5.96 µM. 300,000 compounds, 0.49% hits;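 active means inhibition above the mean of all tested compounds plus 3 SD, set per screening campaign, cut at about 17% in these data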;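 further: 0% = plate median of test compound wells and 100% = 1 µM Z-Phe-Ala-diazomethylketone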
TPT1 inh = Candida albicans TPT1 enzyme inhibitors, primary screen, biochemical, fluorescence polarization | tRNA 2'-phosphotransferase TPT1 (Candida albicans SC5314) | recombinant caTPT1, FP RNA substrate dephosphorylation | inhibition, % at 5 µM | 300,000 compounds, 0.81% hits | AID 1962, 2009;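 active means inhibition above the mean of all tested compounds plus 3 SD, set per screening campaign, cut at about 24% in these data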;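 further: plate controls were DMSO alone for no effect and ferristatin control at 100 nM for full effect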
LYPLA2 counter = LYPLA2 inhibitors, primary screen, counter-screen for PME1 inhibitor project, biochemical, fluorescence polarization, FP-Rh probe ABPP. Acyl-protein thioesterase 2 (Homo sapiens), O95372. recombinant LYPLA2. inhibition, % at 5.9 µM. 320,000 compounds, 0.38% hits;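 active means inhibition above the screen-wide mean plus 3 SD, limit set per campaign, cut at about 26% in these data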;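 further: 0% = LYPLA2 with DMSO and 100% = wells lacking LYPLA2 enzyme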
HCV core dimer = inhibitors of HCV core protein dimerization, primary screen, biochemical, TR-FRET, high-throughput; TR-FRET GST/Flag-core106 dimerization, 1536-well; inhibition, % at 5 µM; 300,000 compounds, 0.33% hits; AID 1899, 2009;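 active means inhibition above the mean of all tested compounds plus 3 SD, set per screening campaign, cut at about 45% in these data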
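System – GST-tagged and Flag-tagged HCV core protein residues 1-106 · Repeats – one well for each compound · Technique – TR-FRET 671 and 617 nm emission · Doses – one concentration, 5 µM, in 0.5% DMSO · Times – 4 h, 22.5 °C incubation · Also added – Eu donor and XL665 acceptor anti-tag antibodies · Measure – percent inhibition of core106 dimerization signal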
PP5 inh = PP5 phosphatase inhibitors, primary screen, biochemical, fluorescence; purified PP5c, OMFP substrate fluorescence; Serine/threonine-protein phosphatase 5 (Homo sapiens), P53041; 320,000 compounds, 0.18% hits; inhibition, % at 6.7 µM;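 active means inhibition above the campaign's mean inhibition across all tested compounds plus 3 SD, cut at about 9.5% in these data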;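 further: 0% = DMSO only and 100% = 100 µM cantharidin control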
Target sequence (P53041 whole entry, looked up): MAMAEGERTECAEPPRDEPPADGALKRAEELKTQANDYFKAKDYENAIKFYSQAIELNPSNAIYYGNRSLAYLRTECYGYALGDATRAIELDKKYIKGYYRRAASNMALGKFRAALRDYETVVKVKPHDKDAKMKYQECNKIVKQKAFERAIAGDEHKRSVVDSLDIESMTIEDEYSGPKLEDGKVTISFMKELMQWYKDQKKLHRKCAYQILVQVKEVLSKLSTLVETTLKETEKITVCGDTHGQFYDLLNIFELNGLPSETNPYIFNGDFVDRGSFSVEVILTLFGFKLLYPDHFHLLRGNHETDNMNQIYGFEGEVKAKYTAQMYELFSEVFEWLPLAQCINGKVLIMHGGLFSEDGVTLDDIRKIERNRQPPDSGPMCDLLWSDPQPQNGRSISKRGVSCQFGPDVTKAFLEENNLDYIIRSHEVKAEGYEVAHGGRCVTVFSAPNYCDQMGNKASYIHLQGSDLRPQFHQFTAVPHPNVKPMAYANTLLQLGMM
Efflux pump mplx = inhibitors of Candida efflux pumps in yeast, primary screen, S. cerevisiae, Nile Red, multiplex; S. cerevisiae Candida pump triplex; inhibition, % at 10 µM; 330,000 compounds, 0.44% hits;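 active means plate passing quality check with inhibition over a set limit, or well fluorescence over plate mean plus 4 SD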;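 further: Nile Red retained in pooled yeast measured as flow cytometry median fluorescence; 0% = buffer negative control and 100% = Enniatin B positive control; higher means more Nile Red kept so more efflux inhibition; some compounds called inactive have numbers as strong as hits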
PREPL inhibitor = PREPL enzyme inhibitors, primary screen, biochemical, fluorescence polarization | Prolyl endopeptidase-like (Homo sapiens), Q4J6C6 | recombinant PREPL, fluorescence polarization activity-based probe | inhibition, % at 5.96 µM | 320,000 compounds, 0.68% hits | AID 2751, 2010; in the data active means inhibition above about 43%;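 further: 0% = enzyme with DMSO and 100% = wells lacking enzyme; many of its hits are not listed in these tables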
PP1 inh = PP1-alpha phosphatase inhibitors, primary screen, counter-screen for PP5 inhibitor project, biochemical, fluorescence, OMFP substrate, single point | inhibition, % at 6.7 µM | 320,000 compounds, 0.9% hits | purified PP1alpha;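 active means inhibition above the mean inhibition of all tested compounds plus 3 SD, computed separately for each screening campaign, cut at about 15% in these data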
Target sequence (P62136 whole entry, looked up): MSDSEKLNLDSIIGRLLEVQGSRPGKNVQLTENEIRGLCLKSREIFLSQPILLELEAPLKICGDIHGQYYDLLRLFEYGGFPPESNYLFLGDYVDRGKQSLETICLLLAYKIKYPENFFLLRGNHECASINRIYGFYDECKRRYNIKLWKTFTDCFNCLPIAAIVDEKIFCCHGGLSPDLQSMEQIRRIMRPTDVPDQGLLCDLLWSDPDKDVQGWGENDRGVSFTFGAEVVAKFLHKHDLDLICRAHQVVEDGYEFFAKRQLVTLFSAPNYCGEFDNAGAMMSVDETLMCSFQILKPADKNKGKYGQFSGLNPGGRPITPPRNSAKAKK
An asterisk follows results filed as active; i = inactive; . = no result given. An excerpt; rates above refer to the full screens.

Values run as follows: HCV core dimer	Efflux pump mplx	GASC-1 inh	TPT1 inh	LYPLA2 counter	PREPL inhibitor	PP1 inh	PP5 inh	Fh CTSL1 inh
COC(=O)c1ccccc1NC(=O)c1cnn2c(C)cc(C)nc12
  -5	-0.1	-2	-1	0	7	5	3.5	1
COCCn1cnc2c1c(=O)n(CC(=O)OCC(=O)NCC(F)(F)F)c(=O)n2Cc1ccccc1
  -6	0.1	-2	-3	3	12	-3	-1.5	-2
Cc1cc(C)cc(NC(=O)COC(=O)COc2cccc3c2OC(C)(C)C3)c1
  4	0.0	0	2	-3	-4	-4	2.9	0
Cc1ccc(C(=O)NN2C(=O)C3C4C=CC(C5CC45)C3C2=O)cc1 (stereo not given)
  0	-0.1	-9	-7	2	8	-2	-1.2	3
C=CCn1cn[nH]c1=S
  -5	0.1	-10	0	1	-4	-2	0.6	-2
COC(=O)Nc1nnc(Cc2ccc(Cl)cc2)s1
  -13	0.0	10	-6	9	-1	3	0.4	1
CCOc1ccc(N2C(=O)C3ON(c4ccccc4)C(c4ccco4)C3C2=O)cc1 (stereo not given)
  5	0.3	1	1	-1	17	-1	-0.6	5
O=C(NC(Cc1ccccc1)C(=O)NC(Cc1ccccc1)C(=O)O)c1ccccc1 (stereo not given)
  0	0.7	i	-7	5	-1	3	1.3	-3
Nc1ncnc2c1ncn2[C@@H]1O[C@H](CO)[C@@H](O)[C@H]1O
  2	0.1	3	-2	1	-1	-6	-2.0	-3
CC(=O)COc1ccc2c(C)c(-c3ccccc3)c(=O)oc2c1
  2	0.0	-1	1	5	-6	-3	-1.8	-1
CCOc1ccc(C(C)NC(=O)c2cccc(F)c2)cc1 (stereo not given)
  -3	0.4	-6	1	-6	1	6	0.5	7
Cn1ncc(Cl)c1C(=O)N/N=C/c1cc2c(cc1[N+](=O)[O-])OCO2
  -9	0.1	-3	5	-3	-3	0	1.6	5
C=CCNC(=O)c1ccccc1NC(=O)C1CC(=O)N(C(C)C)C1 (stereo not given)
  -7	-0.1	1	-1	-3	11	1	-0.5	4
COc1cc(NC(=O)CCc2nnc3ccc(NCc4ccco4)nn23)cc(OC)c1
  2	0.0	0	1	-1	-8	-2	0.8	-3
O=C1CC(NCc2ccccc2F)C(=O)N1c1ccccc1 (stereo not given)
  2	0.1	-5	0	1	-1	-2	-0.5	1
O=C(CNS(=O)(=O)c1ccc(Br)s1)N1CCC(N2CCCCC2)CC1
  -11	-0.1	-5	-4	3	13	2	-0.2	1
Cc1cc(C(=O)CSc2nnc(-c3ccc(Cl)cc3)n2C)c(C)n1CC1CCCO1 (stereo not given)
  -5	-0.2	-3	0	-2	20	1	-0.8	-2
C=CCSc1nc2c(sc3nc(C)cc(C)c32)c(=O)[nH]1
  15	-0.1	-2	-1	-6	5	-3	-1.0	7
COc1cc2cc(C(=O)N/N=C/c3ccc(F)cc3)[nH]c2cc1OC
  -1	0.0	-2	4	-2	28	0	1.4	2
O=C(O)c1cc([N+](=O)[O-])ccc1NCc1ccccn1
  -8	0.1	1	-7	7	-6	0	0.6	1

Brought forward from above: 2 entries, followed by the next part.
Values run as follows: HCV core dimer	Efflux pump mplx	GASC-1 inh	TPT1 inh	LYPLA2 counter	PREPL inhibitor	PP1 inh	PP5 inh	Fh CTSL1 inh
COc1cc2cc(C(=O)N/N=C/c3ccc(F)cc3)[nH]c2cc1OC
  -1	0.0	-2	4	-2	28	0	1.4	2
O=C(O)c1cc([N+](=O)[O-])ccc1NCc1ccccn1
  -8	0.1	1	-7	7	-6	0	0.6	1
CN(C)S(=O)(=O)c1cccc(NC(=O)COc2cccc(C#N)c2)c1
  3	0.2	-2	1	-1	-9	0	1.2	-7
CC(NS(=O)(=O)c1ccc(Br)cc1)C(c1cccs1)N1CCOCC1 (stereo not given)
  0	0.0	-13	0	-7	1	-3	0.1	-1
CC(C(=O)Nc1ccccn1)N1C(=O)c2ccccc2S1(=O)=O (stereo not given)
  -4	-0.1	-11	0	6	2	-2	-1.1	5
c1ccc(Cn2nnnc2C(c2ccncc2)N2CCOCC2)cc1 (stereo not given)
  2	0.0	1	-1	0	7	5	-0.4	-2
CCN1CCCC1CNCC(=O)Nc1ccc(OC(F)(F)F)cc1 (stereo not given)
  3	0.3	7	0	7	8	-4	4.1	0
CCOC(=O)c1ccc(N2CC(O)=C(c3nc4ccccc4c(=O)[nH]3)C2=N)cc1
  21	0.1	1	47*	13	26	0	2.9	-2
Cc1cc(NC(=O)CN2C(=O)N(C)C3(CCCCC3)C2=O)ccc1Br
  .	-0.4	6	.	6	7	1	1.4	.
c1ccc(-c2nnc(-c3ccco3)o2)cc1
  4	-0.1	6	-2	-4	-2	-3	-1.6	-1
O=C1NCC(CN(c2ccccc2)c2ccccc2)O1 (stereo not given)
  4	0.0	-6	-2	0	36	0	-0.4	4
Cc1ccc(C(=O)C(C)OC(=O)C2=COCCO2)cc1C (stereo not given)
  1	-0.2	-4	-1	-1	0	-3	-0.9	-17
COc1ccc(CCN(C(=O)C(F)(F)F)C(C(=O)NC2CCCC2)c2cccs2)cc1OC (stereo not given)
  -9	0.0	8	-4	5	13	0	0.5	-2
O=C(CCCN1C(=O)C2CCCCN2C1=O)N1CCN(c2ccc([N+](=O)[O-])cc2)CC1 (stereo not given)
  -1	-0.2	-2	3	13	14	-2	1.6	20*
Cc1ccc(Cn2c(NCCCn3ccnc3)nc3c2c(=O)n(C)c(=O)n3C)cc1
  2	0.0	3	-1	-5	2	-2	-0.8	0
CCN(CC)CCNC(=O)C1c2ccccc2C(=O)N(C)C1c1cn(C)c2ccccc12 (stereo not given)
  -4	-0.1	2	2	0	20	-1	-12	8
Cc1cc(NS(=O)(=O)c2ccc(Nc3nc(-c4sc(N)nc4C)cs3)cc2)no1
  -24	-0.2	33	14	-10	25	9	1.9	6
O=C1CCCN1CCC1CCCCN1Cc1nc(-c2cnccn2)no1 (stereo not given)
  -41	-0.1	-1	6	-2	13	0	-1.5	2
CC(C)C(CCN1C(=O)CCC1=O)C1CCOC(C)(C)C1 (stereo not given)
  -8	0.0	-2	1	-7	0	-1	-0.3	-3
O=C(c1ccccc1Cc1ccccc1)N1CCN(S(=O)(=O)c2ccccc2Br)CC1
  9	0.1	-2	-4	1	9	-7	1.2	-1
COc1cccc(-n2cnc3c(sc4nc(N5CCOCC5)c5c(c43)CCCC5)c2=O)c1
  32	-0.2	3	-5	2	-8	2	1.9	-2
CN(C(=O)CSc1ncnc2scc(-c3ccccc3)c12)C1CCS(=O)(=O)C1 (stereo not given)
  0	-0.2	-5	2	-2	3	-2	-3.0	17*

Values run as follows: HCV core dimer	Efflux pump mplx	GASC-1 inh	TPT1 inh	LYPLA2 counter	PREPL inhibitor	PP1 inh	PP5 inh	Fh CTSL1 inh
O=C(CCC1CCCC1)Nc1ccc(OCC(=O)N2CCOCC2)cc1
  -7	-0.1	-1	-3	-1	22	-1	-2.5	-2
CC(NC(=O)c1ccc2ccccc2n1)c1ccc(Br)cc1 (stereo not given)
  -15	0.3	-20	-2	-3	-1	6	3.9	4
CC(Sc1ccccc1)C(=O)N/N=C/c1ccccc1 (stereo not given)
  5	-0.1	-29	-4	1	-12	1	1.9	0
CCOC(=O)N1CCC(NC(=O)c2sc3nc4n(c(=O)c3c2C)CCCC4)CC1
  -4	-0.2	0	-1	-2	-1	-4	-0.4	-2
CCOc1ccc(OCCN(C)Cc2ccccc2)cc1
  2	0.0	-13	-2	-4	-4	0	2.3	1
NC(=O)CC1C(=O)N(c2ccccc2)C(=S)N1NC(=O)c1ccc(Br)cc1 (stereo not given)
  -1	-0.2	-1	-1	9	11	-1	1.9	0
Cn1cc(/C=C/c2cc[n+](C)cc2)c2cc(F)ccc21
  -39	9.5*	-20	40*	2	21	-1	4.4	4
Cc1cc(-c2ccc(C)c(S(=O)(=O)NCCc3ccco3)c2)on1
  5	-0.1	-4	-5	-3	-6	-1	0.7	-1
Cc1cc2cc(C)c(NCCNC(=O)c3ccccc3Cl)nc2cc1C
  -1	-0.1	8	-3	-5	7	4	4.3	3
O=S(=O)(c1cccs1)N1CCN(c2ccc(F)cc2)CC1
  0	0.1	0	2	-1	-37	1	3.9	-3
O=C(CN(CCc1ccccc1)C(=O)Cn1nnc(-c2cccs2)n1)NCc1ccco1
  3	-0.1	5	-4	-7	-16	-12	2.4	15
CC1CN(C2CCN(S(=O)(=O)c3ccc4ccccc4c3)CC2)CC(C)O1 (stereo not given)
  2	-0.1	-1	-1	3	14	3	6.8	-3
Cc1ccc(N2CCN(c3ncccc3[N+](=O)[O-])CC2)c(C)c1
  -3	-0.2	5	-1	-3	11	2	-0.3	3
O=c1oc2cc(O)ccc2cc1-c1ccc(F)cc1
  12	0.1	-25	7	-8	3	-2	1.9	8
O=C(CN1CCc2cc3c(cc2C1)OCCCO3)Nc1cccc([N+](=O)[O-])c1
  -11	0.4	9	-2	-4	16	2	-1.9	1
N#C/C(=C\c1ccc(O)c(O)c1)C(=O)c1ccc(O)c(O)c1
  -15	0.1	.	27*	5	18	-1	1.0	4
